# Bioassay records: PubChem, several laboratories
# Pemphigus Ab inh = human desmoglein-3 autoantibody binding inhibition; DSG3-coupled beads, scFv-anti-DSG3-GFP binding, flow cytometry; hits give low values; 0.48% of 310,000 active; AID 588358; binding (percent of control), % at 10 µM;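 active = binding more than 3 SD below its plate's average and above zero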;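 also: hits lower antibody fragment binding to DSG3; some compounds called inactive have numbers as strong as hits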
# CAL PDZ FP-1 = inhibitors of human CAL PDZ peptide binding. Q9HD26. purified CAL PDZ, TMR-peptide fluorescence polarization, 1 h. inhibition, % at 24.9 µM. 0.92% of 300,000 active. AID 602252;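 active = mean inhibition of at least 30% with at least half of replicates also reaching 30%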;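 also: 0% = DMSO neutral control and 100% = excess unlabeled competitor peptide PRC23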
# LANA DNA inh = KSHV C-LANA DNA binding inhibition; MBP-C-LANA/FAM-LBS DNA binding, fluorescence polarization; 0.078% of 340,000 active; inhibition, % at 9 µM;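 active = highest replicate inhibition at or above 60% at 9 µM, even if other replicates fall short; inactive = all replicates below 60% inhibition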;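 also: 0% = neutral control wells and 100% = 4 µM acridine orange control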
# NSD2 inh = NSD2 (human) methyltransferase inhibition; O96028; NSD2 peptide methylation, AlphaScreen, 120 min; inhibition, % at 12.5 µM; 0.54% of 310,000 active; in the data active = inhibition above about 50%
# Target sequence (O96028 whole entry, looked up): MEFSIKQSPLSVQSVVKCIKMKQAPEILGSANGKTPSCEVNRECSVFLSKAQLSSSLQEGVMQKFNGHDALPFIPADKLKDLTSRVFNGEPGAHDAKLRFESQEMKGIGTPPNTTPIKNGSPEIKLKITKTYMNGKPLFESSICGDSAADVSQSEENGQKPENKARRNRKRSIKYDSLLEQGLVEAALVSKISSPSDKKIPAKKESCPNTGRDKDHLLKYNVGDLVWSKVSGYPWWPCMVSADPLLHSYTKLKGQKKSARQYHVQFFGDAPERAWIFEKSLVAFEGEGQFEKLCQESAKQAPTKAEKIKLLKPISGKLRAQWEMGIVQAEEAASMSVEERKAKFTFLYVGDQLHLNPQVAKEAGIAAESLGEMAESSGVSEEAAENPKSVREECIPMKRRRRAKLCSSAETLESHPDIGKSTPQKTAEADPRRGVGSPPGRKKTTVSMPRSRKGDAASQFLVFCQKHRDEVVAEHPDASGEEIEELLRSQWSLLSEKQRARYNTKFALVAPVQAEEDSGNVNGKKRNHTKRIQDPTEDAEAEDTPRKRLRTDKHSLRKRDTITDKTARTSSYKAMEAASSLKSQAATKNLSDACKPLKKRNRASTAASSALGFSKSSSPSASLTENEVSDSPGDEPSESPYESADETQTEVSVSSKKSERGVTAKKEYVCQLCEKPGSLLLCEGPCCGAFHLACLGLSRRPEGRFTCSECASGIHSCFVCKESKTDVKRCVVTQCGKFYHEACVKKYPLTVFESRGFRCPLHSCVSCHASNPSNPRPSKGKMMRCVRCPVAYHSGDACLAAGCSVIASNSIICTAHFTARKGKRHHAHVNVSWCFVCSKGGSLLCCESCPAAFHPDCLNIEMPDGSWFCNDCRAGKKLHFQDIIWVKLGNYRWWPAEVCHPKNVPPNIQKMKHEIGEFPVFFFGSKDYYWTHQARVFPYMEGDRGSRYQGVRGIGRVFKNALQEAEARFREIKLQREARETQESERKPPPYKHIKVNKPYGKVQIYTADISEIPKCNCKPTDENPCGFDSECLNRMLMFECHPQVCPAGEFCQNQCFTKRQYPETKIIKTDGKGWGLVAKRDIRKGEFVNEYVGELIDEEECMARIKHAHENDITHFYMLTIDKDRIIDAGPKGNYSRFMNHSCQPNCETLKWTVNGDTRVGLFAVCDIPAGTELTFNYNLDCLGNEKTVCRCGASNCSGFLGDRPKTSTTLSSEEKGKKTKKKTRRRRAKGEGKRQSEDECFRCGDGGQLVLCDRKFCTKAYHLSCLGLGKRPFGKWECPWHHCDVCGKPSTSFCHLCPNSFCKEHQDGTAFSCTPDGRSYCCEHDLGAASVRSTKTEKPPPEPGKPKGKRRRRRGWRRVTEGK
# Arr AP2 block = blocks beta-arrestin peptide binding to AP2 adaptin; FITC-arrestin peptide / GST-AP2 beads, flow cytometry; AP2 beta2 appendage carries R879A mutation; inhibition, % at 10 µM; 0.31% of 340,000 active;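 active = inhibition above a set limit, near 3 SD of compounds lacking own fluorescence, cut at about 54% in these data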;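 also: plate controls were DMSO wells for no effect and 5 µM unlabelled arrestin peptide for full effect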
#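 system = GST-tagged AP2 beta2-adaptin appendage (R879A) on 4 µm glutathione beads | reagent = FITC-labelled arrestin peptide probe, 50 nM final | schedule = compound with beads 12 min RT, then probe 1 h RT | signal = HyperCyt-sampled flow cytometry, FL1 channel, ex 488/em 535 nm | read-out = percent response from loss of bead-bound FITC fluorescence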
# V-ATPase pHluor = regulators of yeast V-ATPase proton transport | AID 504577 | S. cerevisiae, pHLuorin cytosolic pH fluorescence | 0.37% of 350,000 active | response, % at 10 µM; in the data active = response mostly above about 7.3%, no sharp cut-off; inactive = mostly below about 5.4%; also: actives read high; inactives centre near 0; some compounds called inactive have numbers as strong as hits
# Cardiac RTF inh = cardiac RTF calcium desensitization; inhibition, % at 7.15 µM; AID 493244; IANBD-labeled cardiac RTF, Ca2+ fluorescence; P19429+P45379; 0.12% of 340,000 active;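 active = inhibition above the mean inhibition of all tested compounds plus 3 SD, cut at about 17% in these data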;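 also: assay run at fixed EC70 calcium of 1.6 mM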
# Keap1-Nrf2 PPI = inhibitors of human Keap1-Nrf2 protein-protein interaction; Q14145; Keap1 Kelch-Nrf2 peptide fluorescence polarization, 1536-well; inhibition, % at 9.4 µM; 0.15% of 340,000 active; in the data active = inhibition above about 12%;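 also: human Keap1 Kelch domain with fluorescein labeled Nrf2 9mer peptide probe; 0% = neutral control wells and 100% = peptide positive control; higher means more block of Keap1 binding to Nrf2 peptide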
# CAL PDZ FP-2 = blocks peptide binding to human CAL PDZ domain; Q9HD26; purified CAL PDZ, TMR-peptide fluorescence polarization, 1 h; inhibition, % at 20 µM; 0.02% of 330,000 active; AID 504414;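 active = highest replicate inhibition of at least 40%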;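 also: plate controls were DMSO neutral control wells for no effect and unlabeled competitor peptide control wells for full effect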
#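 Read-out basis: mP drop reported as inhibition | Assay system: Tagged CAL PDZ protein CerCALP, purified | Benchmarks: Unlabelled peptide for full inhibition, DMSO wells as neutral | Schedule: 1 h incubation at room temperature before polarization reading | Buffer or medium: Sodium phosphate/NaCl buffer pH 7.4 with TCEP, IgG, Thesit | Doses: Single point, 20 µM | Measured by: Fluorescence polarization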
# DAGLB inh = blocks human DAGLB lipase activity. 0.059% of 340,000 active. inhibition, % at 5.17 µM. Q8NCG7. HEK293T DAGLB membrane lysate, EnzChek fluorogenic substrate. AID 504411; in the data active = inhibition above about 34%;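 also: 0% = enzyme with vehicle and 100% = wells lacking enzyme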
# * hit, by the source's call; x = not tested or not shown. Some of the compounds tested. The share of hits here may be higher or lower than overall.
structure	Pemphigus Ab inh	CAL PDZ FP-1	LANA DNA inh	NSD2 inh	Arr AP2 block	V-ATPase pHluor	Cardiac RTF inh	Keap1-Nrf2 PPI	CAL PDZ FP-2	DAGLB inh
CCn1c(C)c(C)c2cc(C(=O)N3CCCC3)ccc21	99.5	-6.4	1.6	6.7	42.0	-6.0	1.7	2.8	-2.5	-1.3
CC(C)CCn1c(-c2nonc2N)nc2ccccc21	102.8	2.7	-3.7	-1.1	-0.6	-1.5	0.6	3.4	-1.1	-3.1
COc1ccccc1NC(=O)Cn1nnc(C(=O)NCc2cccs2)c1N	70.5	0.6	0.9	x	-9.3	7.0	3.3	-4.3	-1.6	-1.0
O=C(Nc1nc(=S)ss1)c1ccc(Cl)cc1Cl	108.0	-2.5	0.0	3.5	8.4	0.4	-21.4	0.2	-0.8	0.6
Cn1c(N)c(C(=O)COC(=O)CN2C(=O)c3ccccc3C2=O)c(=O)n(C)c1=O	100.4	-3.3	-0.6	-1.7	0.2	4.0	3.0	1.5	-2.7	-1.8
CCOC(=O)CCCNc1ccc([N+](=O)[O-])cc1[N+](=O)[O-]	85.8	2.0	-1.0	-2.1	6.3	-7.1	-6.3	-7.6	-2.5	0.5
O=C(/C=C/c1ccccc1)NCCc1ccc2c(c1)OCCO2	86.3	2.1	0.0	-2.9	26.7	2.8	4.6	-0.7	-0.8	-4.2
COc1cccc(NC(C)=[N+](C)CCNS(=O)(=O)c2ccc(Cl)cc2)c1	104.5	-4.4	-0.2	-2.2	15.7	-4.7	3.6	-2.6	1.0	-1.4
O=C(CCCC(=O)N(CC(=O)NC1CCCCC1)c1ccc(F)cc1)Nc1ccccn1	x	2.5	-0.1	0.4	32.2	6.5	-0.6	-3.4	-1.7	-1.2
COc1ccc(C2CC(=O)NC3=C2C(=O)CCC3)cc1Cl (configuration not stated)	x	-2.6	-3.3	x	10.1	-0.7	-1.7	-0.6	1.4	-1.6
COc1ccc(NC(=O)COC(=O)c2cccc(S(=O)(=O)N3CCCCC3)c2)c(OC)c1	95.2	-4.2	-0.7	-1.6	2.3	-2.9	1.2	-2.1	-1.4	-7.1
CCOc1ccc(C2NC(=O)c3sc(=S)n(-c4ccccc4)c3N2)cc1 (configuration not stated)	97.8	-2.8	1.0	3.3	-1.7	0.8	6.2	1.0	-0.8	3.4
COc1ccc(C(=O)O)cc1S(=O)(=O)NC(C)C12CC3CC(CC(C3)C1)C2 (configuration not stated)	109.0	-6.5	1.8	-1.6	26.4	4.6	-3.7	1.4	-0.3	2.7
CN(Cc1ccccc1)CC(O)COc1ccc(CNCc2cccnc2)cc1 (configuration not stated)	105.0	-5.7	0.7	1.8	7.1	-2.8	3.1	-6.2	-1.3	-0.5
CCOc1ccccc1NC(=O)CN1c2cccc3cccc(c23)S1(=O)=O	105.7	4.2	0.6	-0.5	1.6	1.6	-3.4	-3.6	-1.7	0.2
CCOC(=O)C1=C(N)OC(C)=C(C#N)C1c1ccco1 (configuration not stated)	98.5	-3.9	0.4	-1.6	-1.5	-0.9	-0.3	-3.0	0.6	-1.2
Cc1nn(-c2ccccc2)c2nc(C(Cl)(Cl)Cl)[nH]c(=O)c12	99.8	59.2*	2.8	-1.4	-3.9	2.4	3.4	-3.2	-0.7	11.6
NC(=O)CC(NC(=O)c1cccc(Br)c1)c1ccc(N2CCC(N3CCCC3)CC2)c([N+](=O)[O-])c1 (configuration not stated)	103.7	6.1	-0.8	x	-1.5	6.5	0.1	-4.4	-2.1	4.5
Cc1[nH]nc(SCC(=O)N2CCCCC2)c1[N+](=O)[O-]	81.1	1.6	0.4	0.2	-6.6	4.9	-5.2	0.0	-0.3	-0.9
COc1cccc(N2CC(C(=O)Nc3nnc(SCc4ccccn4)s3)CC2=O)c1 (configuration not stated)	116.7	-1.0	-0.9	0.4	-7.4	-1.7	-5.2	-2.5	-1.1	1.4
COc1nc(C)ccc1-c1noc(-c2ccco2)n1	92.3	-2.5	0.9	x	-8.8	1.7	-5.7	3.4	-1.6	-11.3
COC(=O)c1cc2ccsc2n1Cc1nc(-c2cccc(Cl)c2)oc1C	108.5	x	-1.9	x	-2.7	-1.9	-7.5	-4.4	-0.3	-7.2
FC(F)(F)c1nnc2n1N=C(c1ccccc1)CS2	x	-2.7	-0.9	-3.4	1.4	4.1	-2.4	-0.7	x	0.1
CC(C)CN(C(=O)COC(=O)c1ccc([N+](=O)[O-])s1)c1c(N)n(Cc2ccccc2)c(=O)[nH]c1=O	106.2	-2.5	1.1	65.2*	17.8	2.4	-5.9	1.1	-2.1	1.3
CC(C)c1ccc(NC(=O)C2CC(=O)N=C(N)S2)cc1 (configuration not stated)	86.1	x	-0.5	3.7	1.4	2.5	-6.1	-1.9	0.2	-2.1
CC(CCc1ccccc1)NC(=O)c1cncc(Br)c1 (configuration not stated)	107.5	-1.6	1.7	-0.7	-3.4	1.8	-19.4	-3.4	-0.6	-2.2
CCOC(=O)C1=C(C)S/C(=C\N(C)C)C1=O	x	x	4.0	3.8	-7.9	-5.8	3.0	-0.2	-0.7	-5.8
Cc1nc2ccc(NC(=O)c3oc4ccc(F)cc4c3C)cc2s1	98.1	-4.5	-0.6	-3.5	29.3	-14.3	-8.4	1.9	-0.4	-3.1
NC(=O)C1CCN(C(=O)c2cn(-c3ccccc3)nc2-c2cccnc2)CC1	96.5	8.5	-0.2	-4.9	-0.8	-7.2	-4.3	0.4	-2.2	-1.6
CCC1([N+](=O)[O-])COC(c2ccc(OC)cc2)OC1 (configuration not stated)	112.0	5.5	-0.7	-2.5	-5.8	-2.0	-3.0	-0.6	-0.3	0.2
O=C(CSc1ccc2nnc(-c3ccncc3)n2n1)Nc1ccc2c(c1)OCO2	102.2	x	-0.4	x	11.6	-0.4	-3.2	-1.9	-2.4	-2.8
Cc1ccc(C(=O)/C=C/c2ccccc2)o1	107.4	4.5	-0.6	-0.8	-0.3	1.2	-1.0	-3.6	-3.4	-1.4
CN(C)CCCNC(=S)NCCNc1nc2cc3c(cc2cc1C#N)OCO3	106.5	-1.1	-2.7	13.5	3.9	-0.3	0.4	-5.5	0.0	-1.9
CC(CC(=O)Nc1cccc(F)c1)S(=O)(=O)c1ccc2c(c1)NC(=O)CO2 (configuration not stated)	x	-1.5	-0.1	-0.1	-4.1	3.5	-2.1	-2.5	-3.3	-1.1
CCOC(=O)C1(CCOc2ccccc2)CCN(Cc2ccc(O)cc2)CC1	122.6	-4.2	6.7	-0.1	-9.8	-4.8	-6.1	-2.0	-1.3	-2.7
Cc1ccc(S(=O)(=O)Nc2ccccc2CNc2c(C)n(C)n(-c3ccccc3)c2=O)cc1	101.3	0.4	-0.3	0.7	17.3	-4.0	-1.0	-4.6	-1.8	-3.3
COc1cc(NC(=O)[C@@H](NC(=O)c2ccco2)C(C)C)c(OC)cc1NC(=O)c1ccccc1	x	-3.7	0.3	-2.9	-21.2	-1.2	3.0	0.1	-0.7	2.1
O=P(OC1CCS(=O)(=O)C1)(c1ccccc1)c1ccccc1 (configuration not stated)	98.0	1.1	0.1	6.7	-1.6	-0.6	-18.4	-4.3	-1.7	-1.0
N#CC1(NC(=O)CN2C(=O)NC(Cc3c[nH]c4ccccc34)C2=O)CCCCC1 (configuration not stated)	102.6	-4.1	-1.7	2.2	-5.8	3.0	2.5	-4.4	-0.2	2.8
COc1cccc2c1C1(O)C2CCCCCCCCCC12OCCCO2 (configuration not stated)	x	0.2	-0.7	0.2	9.2	-5.0	-7.6	0.9	-2.1	-8.1
NC(=O)c1cccn1Cc1cccc(Cl)c1	98.1	-6.0	0.1	3.7	-1.3	0.3	-4.3	-1.4	x	-3.3
CN(C)CCCNCCCNC(=O)c1ccncc1	108.2	x	0.2	0.9	3.3	5.8	-12.6	-5.1	-1.8	1.0
CCN1CCCCC(=N/O)/C(=N/O)CCCC1	95.1	-4.0	-3.3	71.1*	-5.2	-1.0	-7.7	-3.4	-0.6	-0.5
O=C(OCC(=O)c1cccs1)C1=COCCO1	104.0	-2.0	2.5	x	7.2	6.3	-3.0	-2.3	-0.2	-1.8
CCOC(=O)c1csc(NC(=O)c2ccc3c(c2)OCCO3)n1	x	-3.4	-2.1	-0.3	1.5	2.9	-2.6	3.0	-1.1	-2.6
CN(CC(=O)Nc1ccc(F)cc1)C(=O)COC(=O)CSc1ccc(F)cc1	96.5	-5.3	0.7	-5.9	-15.0	-2.3	-2.0	5.4	-2.0	0.1
CCCCCc1ccc(-c2ccc(/C=C/C(=O)O)cc2)nc1	116.8	x	0.2	0.6	7.5	0.1	-3.8	-1.3	-4.0	6.3
COc1ccc(CCNc2nc(C)nc3c2nnn3Cc2ccccc2)cc1OC	103.9	-1.6	1.0	-1.6	-8.0	0.2	2.5	-3.7	-0.1	-1.9
COCCNCCOCCOc1ccc(Cl)c(C)c1	98.6	-1.1	1.1	2.1	-7.9	1.9	4.7	-1.8	-0.6	2.0
O=C(O)c1ccc(Oc2c(C(F)(F)F)oc3cc(O)ccc3c2=O)cc1	96.0	-1.7	-6.7	-1.6	-1.2	-4.1	3.0	-4.0	-0.9	-0.2

# More compounds
structure	Pemphigus Ab inh	CAL PDZ FP-1	LANA DNA inh	NSD2 inh	Arr AP2 block	V-ATPase pHluor	Cardiac RTF inh	Keap1-Nrf2 PPI	CAL PDZ FP-2	DAGLB inh
COc1ccc(NS(=O)(=O)c2ccc(O)c([N+](=O)[O-])c2)cc1S(=O)(=O)N1CCCCC1	111.7	-6.0	1.8	-1.8	-3.1	-0.6	-9.4	6.8	-0.7	6.1
CCOc1ccc(NS(=O)(=O)c2ccc(NS(C)(=O)=O)cc2)cc1	97.2	-4.1	-0.5	2.7	-1.4	-0.9	-1.4	-1.7	-0.4	1.7
CC(C)Nc1nc(-c2cccnc2)nc(-c2ccccc2)c1C#N	108.4	-3.9	2.5	0.8	7.0	3.5	3.2	0.7	-0.2	0.0
CCC(C)c1ccc(OCCn2ccnc2)cc1 (configuration not stated)	89.8	-3.1	-0.7	3.1	0.1	1.4	-11.4	4.3	-2.2	-3.3
CC(=O)Nc1ccc(NC(=O)C(C)Oc2ccc(C)nc2[N+](=O)[O-])cc1 (configuration not stated)	105.7	-5.0	0.2	-2.0	-4.8	-1.3	-0.5	2.7	-0.7	-2.7

# Compound profiles (already shown).
# CC(=O)Nc1ccc(NC(=O)C(C)Oc2ccc(C)nc2[N+](=O)[O-])cc1 (configuration not stated) in the list: Pemphigus Ab inh: 105.7; CAL PDZ FP-1: -5.0; LANA DNA inh: 0.2; NSD2 inh: -2.0; Arr AP2 block: -4.8; V-ATPase pHluor: -1.3; Cardiac RTF inh: -0.5; Keap1-Nrf2 PPI: 2.7; CAL PDZ FP-2: -0.7; DAGLB inh: -2.7
# CCOc1ccc(NS(=O)(=O)c2ccc(NS(C)(=O)=O)cc2)cc1 in the list: Pemphigus Ab inh: 97.2; CAL PDZ FP-1: -4.1; LANA DNA inh: -0.5; NSD2 inh: 2.7; Arr AP2 block: -1.4; V-ATPase pHluor: -0.9; Cardiac RTF inh: -1.4; Keap1-Nrf2 PPI: -1.7; CAL PDZ FP-2: -0.4; DAGLB inh: 1.7
